Screening data from PubChem BioAssay.
GPR151 ag = activates the human receptor GPR151 | Q8TDV0 | hit rate 1% among 650,000 | activation, % at 11.2 µM | PathHunter beta-arrestin GPR151 cells, luminescence; in the data active means activation above about 4.9%;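 further: 0% = median of compound wells and 100% = cells with positive control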
Target sequence (Q8TDV0 whole entry, looked up): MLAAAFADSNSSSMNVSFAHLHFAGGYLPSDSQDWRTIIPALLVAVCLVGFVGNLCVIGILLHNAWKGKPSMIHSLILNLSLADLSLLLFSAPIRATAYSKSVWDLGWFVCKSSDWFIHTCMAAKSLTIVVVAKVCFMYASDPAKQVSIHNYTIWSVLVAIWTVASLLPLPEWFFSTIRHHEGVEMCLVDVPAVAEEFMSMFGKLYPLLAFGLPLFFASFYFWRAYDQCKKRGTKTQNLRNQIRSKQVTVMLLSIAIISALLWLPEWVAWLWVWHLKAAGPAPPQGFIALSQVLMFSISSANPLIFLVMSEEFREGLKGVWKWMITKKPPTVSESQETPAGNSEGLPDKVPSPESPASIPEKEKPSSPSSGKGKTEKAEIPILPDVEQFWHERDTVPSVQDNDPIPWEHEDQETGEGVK
MITF inh = human MITF inhibition, primary screen | AlphaScreen MITF homodimerization, bead proximity signal | inhibition, % at 2.6 µM | hit rate 0.91% among 650,000 | AID 1259374; in the data active means inhibition above about 50%;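 further: 0% = vehicle wells with protein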
Target sequence (O75030 whole entry, looked up): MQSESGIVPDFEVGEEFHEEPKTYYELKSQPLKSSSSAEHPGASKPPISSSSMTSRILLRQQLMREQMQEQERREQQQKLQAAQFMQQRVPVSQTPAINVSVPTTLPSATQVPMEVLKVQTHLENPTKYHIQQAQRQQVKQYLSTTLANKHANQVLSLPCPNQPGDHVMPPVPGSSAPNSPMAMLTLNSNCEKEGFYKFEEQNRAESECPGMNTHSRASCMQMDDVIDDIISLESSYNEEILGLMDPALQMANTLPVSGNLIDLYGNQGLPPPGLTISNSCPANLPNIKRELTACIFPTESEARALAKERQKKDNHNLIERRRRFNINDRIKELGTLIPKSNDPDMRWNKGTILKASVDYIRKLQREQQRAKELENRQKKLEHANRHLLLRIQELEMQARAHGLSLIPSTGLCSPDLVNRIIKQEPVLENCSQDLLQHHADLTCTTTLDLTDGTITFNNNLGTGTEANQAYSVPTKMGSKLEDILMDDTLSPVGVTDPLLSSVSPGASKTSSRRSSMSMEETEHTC
FBW7 act = activators of human E3 ligase FBW7; hit rate 0.13% among 650,000; normalized activity (activation), % at 26.1 µM; Q969H0; AlphaScreen FBW7–phospho-cyclin E peptide binding, activator screen; in the data active means normalized activity above about 1.9%;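 further: purified mutant Fbw7 with reduced substrate affinity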
TEAD-YAP block = TEAD-YAP interaction inhibition; HEK-TIYL cells, TEAD-Gal4/YAP UAS-luciferase luminescence; inhibition, % at 9.12 µM; hit rate 1.4% among 640,000; in the data active means inhibition above about 32%;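 further: 0% = median of test compound wells and 100% = reference inhibitor wells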
* marks the source's active call; other numbers are inactive results.

1. COc1ccc(C(=O)Nc2ccccc2F)cc1OC
2. CCOc1cc(C2C3=C(CC(C)(C)CC3=O)N(CC)C3=C2C(=O)CC(C)(C)C3)ccc1O
3. COC(=O)c1ccccc1NC(=O)c1ccc(N2CC3CC(C2)c2cccc(=O)n2C3)c([N+](=O)[O-])c1 (stereo not given)
4. C=C(C)C1CC=C(CN2CCN(C(=O)OCC)CC2)CC1 (stereo not given)
5. COc1ccc(OC(C)C(=O)Nc2ccc(C)cc2)cc1 (stereo not given)
6. Cc1nc(NC(=O)/C=C/c2cccc([N+](=O)[O-])c2)sc1C(=O)N(C)C

assay / compound	1	2	3	4	5	6
GPR151 ag	-3.0	-0.2	-0.1	0.0	1.7	-1.0
MITF inh	11	11	5	-25	10	3
FBW7 act	0.0	1.1	-0.1	-0.2	1.1	0.2
TEAD-YAP block	-44	2	-8	-15	10	-12

7. COc1ccc(CCN2C(=S)N(c3ccccc3)C(=O)C2CC(=O)NCCc2ccccc2)cc1OC (stereo not given)
8. O=C(Cc1c(O)c2ccccc2[nH]c1=O)NCc1ccncc1
9. CC(C[N+](C)(C)C)OC(=O)c1ccc(S(=O)(=O)N(C)C)o1 (stereo not given)
10. CCCCN(CC)C(=O)C(C)Oc1ccccc1 (stereo not given)
11. COc1cc(Oc2ccc(Cl)cc2C(=O)O)nc(OC)n1
12. COC(=O)c1c(N)n(-c2ccccc2SC)c2nc3ccccc3nc12

assay / compound	7	8	9	10	11	12
GPR151 ag	0.5	0.4	-1.3	-1.0	-0.2	3.1
MITF inh	5	-2	6	5	10	-2
FBW7 act	-0.2	-0.1	0.0	0.3	0.0	-0.1
TEAD-YAP block	5	-9	2	4	4	0

13. O=C(NCc1ccc(N2CCCC2=O)cc1)Nc1ccc(Cl)c(Cl)c1
14. Cc1nnc(SCC(=O)NC2CCCc3ccccc32)n(N)c1=O (stereo not given)
15. Cc1cc(N2C(=O)c3ccc(C(=O)Nc4cc(Cl)ccc4C(=O)O)cc3C2=O)no1
16. O=C(Nc1ccc2oc(-c3ccc(F)cc3)nc2c1)c1cccc([N+](=O)[O-])c1
17. COc1ccc(NS(=O)(=O)c2c(C(C)C)cc(C(C)C)cc2C(C)C)c(OC)c1
18. O=C(Cc1ccccc1)N1CCN(c2ccccc2F)CC1

assay / compound	13	14	15	16	17	18
GPR151 ag	-1.0	-0.6	4.4	0.8	1.1	-0.3
MITF inh	3	6	1	4	-19	-3
FBW7 act	0.8	0.0	-0.1	0.2	0.1	0.0
TEAD-YAP block	21	-2	1	3	-3	11

19. Cc1nc2ccccn2c1-c1csc(Nc2ccc(O)cc2)n1
20. COc1cccc(NC(=O)CSc2nc3ccccc3c(=O)n2CCCC(=O)NCCc2ccc(OC)c(OC)c2)c1
21. CCCCn1cnc2sc3c(c2c1=O)CCC(NCCN(CC)CC)C3 (stereo not given)
22. CCCCNC(=O)c1sc2ncn(CC(=O)N(CC)CC)c(=O)c2c1C
23. COCCn1c(=O)[nH]c2cc(C(=O)N3CCCCC3c3nc4ccccc4[nH]3)ccc21 (stereo not given)
24. COCCNC(=O)c1cn(C[C@H]2CCCN(C(=O)c3cc(C(C)(C)C)nn3C)C2)nn1

assay / compound	19	20	21	22	23	24
GPR151 ag	2.2	1.4	-0.5	0.1	-1.1	-0.9
MITF inh	-1	-11	1	-1	18	20
FBW7 act	-0.1	-0.2	0.0	-0.1	1.0	0.2
TEAD-YAP block	31	-1	5	5	7	2

25. O=C1OCCC1Sc1nc2ccccc2s1 (stereo not given)
26. O=C(COc1ccc(Cl)cc1Cl)NN1C(=O)c2ccccc2C1=O
27. O=C(CC1CCCCC1)N(c1ccc(Cl)cc1)C1C=CS(=O)(=O)C1 (stereo not given)
28. COC(=O)C(NC(C)=O)(Nc1sc2c(c1C#N)CCC(C)C2)C(F)(F)F (stereo not given)
29. CCc1ccc(N2CC(C(=O)Nc3cccc(C(F)(F)F)c3)CC2=O)cc1 (stereo not given)
30. CN1CCN(C(=O)c2ccc(-c3cccc(C(=O)NCc4ccccc4)n3)cc2)CC1

assay / compound	25	26	27	28	29	30
GPR151 ag	-0.4	-0.2	-1.3	-0.3	0.9	1.2
MITF inh	14	3	6	3	6	18
FBW7 act	0.0	0.8	0.1	-0.2	0.8	0.3
TEAD-YAP block	2	12	15	2	5	-1

31. Cc1c(C(=O)Nc2nc3ccccc3s2)sc2ncnc(N(C)c3ccccc3)c12
32. CCn1cc(C(=O)Nc2ccc(C(C)C)cc2)c(=O)c2ccc(C)nc21
33. CC(C)(C)NC(=O)C(c1ccc(F)cc1)N(C(=O)c1csnn1)C1CCCC1 (stereo not given)
34. CCCN(CCC(c1ccccc1)C1CCOC(C)(C)C1)Cc1ccc(OC)cc1 (stereo not given)
35. COc1nn(C)cc1C(=O)Nc1ccc(C(=O)NCc2ccco2)cc1
36. CCOC(=O)C1=C(C)N=c2s/c(=C\c3ccc(-c4ccc(Cl)cc4[N+](=O)[O-])o3)c(=O)n2C1c1ccc(C(C)C)cc1 (stereo not given)

assay / compound	31	32	33	34	35	36
GPR151 ag	0.1	0.3	-0.5	1.9	0.7	0.2
MITF inh	5	2	1	-9	9	-3
FBW7 act	0.0	0.0	-0.1	-0.2	-0.1	0.1
TEAD-YAP block	-3	-7	-4	-7	0	-1

37. Cn1cc(CN2CCC(n3nccc3NC(=O)c3ccc4c(c3)OCO4)CC2)cn1
38. O=C1N=C(N2CCCCC2)S/C1=C\c1ccc(Br)cc1
39. C=CCn1c(=O)c2c(C)c(C)sc2n2c(=S)[nH]nc12
40. CCOC(=O)C(N)Cc1ccc(O)cc1 (stereo not given)
41. Cc1cc(C)c(S(=O)(=O)Nc2ccc3oc4c(c3c2)C(=O)CC(C)(C)C4)c(C)c1
42. COc1ccc(C2/C(=C(/O)c3ccc(Cl)cc3)C(=O)C(=O)N2c2ccccc2)c(OC)c1 (stereo not given)

assay / compound	37	38	39	40	41	42
GPR151 ag	-0.9	2.7	-1.6	-0.6	1.0	-0.5
MITF inh	18	5	6	26	2	0
FBW7 act	0.2	-0.1	0.1	-0.2	-0.1	0.1
TEAD-YAP block	5	0	1	3	-1	2

43. Cc1cccc(COc2ccc3c(=O)c(Oc4cc(C)ccc4C)coc3c2)c1
44. CC(NS(=O)(=O)c1ccccc1)C(=O)Nc1ccc(S(N)(=O)=O)cc1 (stereo not given)
45. CCc1ccc(-n2c(SC(CC)C(=O)N3CCCC3)nc3n[nH]c(C)c3c2=N)cc1 (stereo not given)
46. CCCSc1nc2c(c(=O)n1-c1ccc([N+](=O)[O-])cc1)SCC2
47. COC(=O)C1CCN(C(c2ccc(F)c(F)c2)c2sc3nc(C)nn3c2O)CC1 (stereo not given)
48. CCOc1ccc(C(=O)Nc2cccc(-c3nc4cc(C)ccc4o3)c2)cc1Br

assay / compound	43	44	45	46	47	48
GPR151 ag	-0.5	0.8	2.3	-0.1	-0.1	1.1
MITF inh	0	-6	18	0	3	2
FBW7 act	0.1	0.0	0.5	-0.1	0.2	-0.1
TEAD-YAP block	-12	1	4	0	8	11

49. O=C(N/N=C/c1cccc(Cl)c1Cl)c1cccs1
50. CC(=O)Nc1cccc(NC(=O)CSc2ccc(-c3cccnc3)nn2)c1
51. COC(=O)C1=C(C)N=c2s/c(=C\c3cccc([N+](=O)[O-])c3)c(=O)n2C1c1ccc(OC)c(OC)c1 (stereo not given)
52. Cc1ccc(NC(=O)CCS(=O)(=O)c2ccc(Cl)cc2)c(Cl)c1
53. COc1ccccc1NC(=O)c1c(NC(=O)COc2ccccc2)sc2c1CCCCC2
54. O=C1C=C(NNC(=O)c2cccnc2)CO1

assay / compound	49	50	51	52	53	54
GPR151 ag	11*	0.8	0.1	-0.8	-0.4	-0.6
MITF inh	15	-13	8	16	10	0
FBW7 act	0.1	0.1	0.0	0.4	0.0	0.6
TEAD-YAP block	-60	0	10	-1	-1	6

55. Cc1onc(-c2ccccc2Cl)c1C(=O)NCCCOC(C)C
56. COC(=O)c1c(C)[nH]c(C(=O)CC#N)c1C
57. CCO/C=C1\c2cc([N+](=O)[O-])ccc2-c2c1cc([N+](=O)[O-])cc2[N+](=O)[O-]
58. COc1cccc(S(=O)(=O)Nc2ccc(Cl)c(Cl)c2)c1
59. COc1ccc2c(C)c(CC(C)C)c(=O)oc2c1
60. Cc1ccc(NC(=O)C2C3NC(=S)N(C)C2(C)Oc2ccccc23)c(C)c1 (stereo not given)

assay / compound	55	56	57	58	59	60
GPR151 ag	-0.5	3.0	-1.7	1.6	0.7	2.2
MITF inh	9	-3	6	-4	-6	11
FBW7 act	0.6	-0.2	0.0	0.0	0.0	0.1
TEAD-YAP block	-12	3	9	-4	-17	5

61. Cc1noc(CNC(=O)COc2ccc(C(C)C)cc2)n1
62. COc1ccccc1/C=C/CN1CCNC(=O)C1CC(=O)NC1Cc2ccccc2C1 (stereo not given)
63. Cc1cccc(OCCNC(=O)CSc2ccc(C(F)(F)F)cc2[N+](=O)[O-])c1
64. O=C1CC(n2ccnc2)C(=O)N1c1ccccc1 (stereo not given)
65. CCN(CC)c1ccc(Nc2nc(Nc3ccc(N(CC)CC)cc3)nc(Sc3nc4ccccc4s3)n2)cc1
66. O=C1OC(/C=C/c2ccccc2)=NC/1=C/c1cccc(Br)c1

assay / compound	61	62	63	64	65	66
GPR151 ag	-1.0	-0.4	-0.9	-1.9	1.7	0.3
MITF inh	1	-1	-1	7	8	10
FBW7 act	0.2	-0.2	0.1	0.3	0.0	0.1
TEAD-YAP block	-6	-8	-1	2	-6	3

67. CCCOc1ccc(/C=N/NC(=O)C(=O)NC2CCCCC2)cc1OCC
68. O=C(Nc1ccc2[nH]c(=O)[nH]c2c1)NC1CCCCC1
69. COc1ccc(C2Nn3c(C)nnc3SC2C(=O)Nc2cccc(C)c2)cc1 (stereo not given)
70. COc1ccc(Cl)cc1C(=O)Nc1c2c(nn1-c1ccc(F)cc1)CSC2
71. CNC(=O)c1c(NC(=O)c2cccc(Oc3ccccc3)c2)sc2c1CCC2
72. O=C(NCCN1CCOCC1)c1csc(N2CCN(Cc3ccc4c(c3)OCO4)CC2)n1

assay / compound	67	68	69	70	71	72
GPR151 ag	0.4	-2.0	0.0	1.2	0.7	0.0
MITF inh	-4	9	-9	4	4	-9
FBW7 act	-0.1	0.2	0.0	0.1	-0.1	-0.1
TEAD-YAP block	-3	7	-4	6	0	2

73. CCOC(=O)C1(Cc2cccc(Cl)c2)CCCN(C(=O)CCOC)C1 (stereo not given)
74. C=CC(C)(C)OCC(O)CN1CCC(Cc2ccccc2)CC1 (stereo not given)
75. O=C(Nc1ccc(S(=O)(=O)Nc2ncccn2)cc1)c1cccc([N+](=O)[O-])c1
76. CC1(C)CC(=O)C2=C(C1)NC(=O)CC2c1ccc(N(CCC#N)CCC#N)cc1 (stereo not given)
77. COCCn1c(SCC(=O)NC(C)(C)C)nnc1-c1ccccc1
78. COc1cc(/C=N/NC(=O)OC(C)(C)C)ccc1O

assay / compound	73	74	75	76	77	78
GPR151 ag	0.7	-1.1	-0.5	1.9	1.6	0.4
MITF inh	1	7	9	-7	-6	3
FBW7 act	-0.1	0.8	0.3	-0.2	-0.1	0.0
TEAD-YAP block	-39	-4	5	-23	2	-31

Of the compounds above, these contain a furan ring, fused or not:
9. CC(C[N+](C)(C)C)OC(=O)c1ccc(S(=O)(=O)N(C)C)o1 (stereo not given)
35. COc1nn(C)cc1C(=O)Nc1ccc(C(=O)NCc2ccco2)cc1
36. CCOC(=O)C1=C(C)N=c2s/c(=C\c3ccc(-c4ccc(Cl)cc4[N+](=O)[O-])o3)c(=O)n2C1c1ccc(C(C)C)cc1 (stereo not given)
41. Cc1cc(C)c(S(=O)(=O)Nc2ccc3oc4c(c3c2)C(=O)CC(C)(C)C4)c(C)c1

assay / compound	9	35	36	41
GPR151 ag	-1.3	0.7	0.2	1.0
MITF inh	6	9	-3	2
FBW7 act	0.0	-0.1	0.1	-0.1
TEAD-YAP block	2	0	-1	-1

Further entries follow:
79. N#Cc1c(NC(=O)c2cc(-c3cccs3)on2)sc2c1CCC2
80. Cc1ccc(S(=O)(=O)N2CCOCC2)cc1NS(=O)(=O)c1cc(C(=O)Nc2ccccc2)c(Cl)cc1Cl
81. NC(=O)C1CCN(c2ncnc3c2cnn3-c2ccc(Cl)cc2)CC1
82. COc1ccc(C2CC(=O)C3=C(C2)Nc2ccccc2NC3c2cccc(Oc3ccccc3)c2)cc1OC (stereo not given)

assay / compound	79	80	81	82
GPR151 ag	-0.4	0.3	0.1	-0.2
MITF inh	-3	0	9	20
FBW7 act	0.0	0.5	-0.1	0.2
TEAD-YAP block	-9	-6	-71	3
